CHO-K1 Ca ag: nonselective activator or artifact in parental CHO-K1 cells | AID 602248 | activation, % at 3 µM | Fluo-8 calcium fluorescence; scaled to maximal ATP response, vehicle zero | 0.48% of 360,000 active; in the data active means activation above about 15%;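 further: untransfected CHO-K1 host cells lacking M1 receptor as counterscreen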
CHRM1 agonist: activates human CHRM1 receptor; P11229; CHO-K1 hM1, Fluo-8 calcium fluorescence, agonist mode; 0% DMSO, 100% acetylcholine EC100; activation, % at 3 µM; 0.33% of 360,000 active; AID 588814;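 active means activation above the run's mean compound activation plus 3 SD, cut at about 16% in these data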;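 further: peak over basal fluorescence ratio within a 140 s kinetic read after compound addition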
M1 PAM parental: nonselective activator or artifact in parental CHO-K1 calcium assay; 0.02% of 360,000 active; AID 602247; ATP EC20, Fluo-8 calcium fluorescence; 0% at ATP EC20, 100% at ATP max; activation, % at 3 µM;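 active means activation above the run cutoff, the mean activation of all test compounds plus 3 SD, cut at about 40% in these data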;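 further: peak over basal fluorescence ratio in a 140 s read after ATP addition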
OXTR potentiator: potentiates the human oxytocin receptor response; activation, % at 3 µM; P30559; 0.061% of 320,000 active; CHO-OTR cells, Fluo-8 calcium fluorescence, potentiator mode; 0% = oxytocin EC15, 100% = EC100;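 active means activation above that plate's cutoff, the mean activation of tested compounds plus 3 SD, cut at about 6.6% in these data, passing the limit was not always enough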;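 further: 100% uses oxytocin at 75 nM as the full agonist control; some results filed as inactive read as strong as hits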
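Assay system: CHO-OTR cells, human receptor / Also added: oxytocin at about EC15, sub-maximal agonist stimulus / Dosing: single dose, 3.0 µM nominal final compound concentration / Incubation: 6 min pre-incubation, 100 s read / Technique: Fluo-8 calcium dye fluorescence / Read-out: % activation vs EC15 and EC100 oxytocin / Benchmarks: EC15 oxytocin low, 75 nM oxytocin high / Replicates: singlicate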
V1R ag counter: activates human V1a receptor in oxytocin agonist counter-screen; P37288; CHO-V1R cells, Fluo-8 calcium fluorescence, agonist mode; 0% DMSO, 100% 3 nM vasopressin; activation, % at 3 µM; 0.25% of 320,000 active; AID 2797;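 active means activation above the mean activation of all tested compounds plus 3 SD, per screening run, cut at about 20% in these data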;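 further: signal is peak over basal fluorescence ratio across a 100 second FLIPR read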
Target sequence (P37288 whole entry, looked up): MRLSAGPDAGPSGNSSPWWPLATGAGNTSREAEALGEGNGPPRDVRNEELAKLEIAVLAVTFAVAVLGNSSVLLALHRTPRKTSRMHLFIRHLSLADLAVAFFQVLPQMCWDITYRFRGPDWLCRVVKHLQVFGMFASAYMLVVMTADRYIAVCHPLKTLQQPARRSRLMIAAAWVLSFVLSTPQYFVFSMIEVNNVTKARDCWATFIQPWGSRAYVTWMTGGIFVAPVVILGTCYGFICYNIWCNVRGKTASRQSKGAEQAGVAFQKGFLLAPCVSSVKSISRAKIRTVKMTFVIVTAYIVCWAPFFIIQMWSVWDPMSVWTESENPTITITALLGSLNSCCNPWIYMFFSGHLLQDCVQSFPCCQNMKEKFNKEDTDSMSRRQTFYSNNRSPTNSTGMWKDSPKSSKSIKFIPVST
CHO-K1 Ca antag: M1 antagonist counterscreen hit in parental CHO-K1 cells. ATP-induced calcium, Fluo-8 fluorescence. inhibition, % at 3 µM. 0.6% of 360,000 active;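 active means inhibition above a per-plate cutoff, the plate's mean sample inhibition plus 3 SD, cut at about 24% in these data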;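 further: 0% = DMSO plus EC80 ATP and 100% = DMSO alone without ATP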
TAAR1 ag: agonists of human TAAR1; CHO RD-HGA16 TAAR1, Fluo-8 calcium fluorescence; vehicle wells 0%, saturating PEA agonist 100%; activation, % at 3 µM; AID 624467; 0.99% of 360,000 active; Q96RJ0;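 active means activation above the mean activation of all test compounds in the run plus 3 SD, cut at about 38% in these data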
Target sequence (Q96RJ0 whole entry, looked up): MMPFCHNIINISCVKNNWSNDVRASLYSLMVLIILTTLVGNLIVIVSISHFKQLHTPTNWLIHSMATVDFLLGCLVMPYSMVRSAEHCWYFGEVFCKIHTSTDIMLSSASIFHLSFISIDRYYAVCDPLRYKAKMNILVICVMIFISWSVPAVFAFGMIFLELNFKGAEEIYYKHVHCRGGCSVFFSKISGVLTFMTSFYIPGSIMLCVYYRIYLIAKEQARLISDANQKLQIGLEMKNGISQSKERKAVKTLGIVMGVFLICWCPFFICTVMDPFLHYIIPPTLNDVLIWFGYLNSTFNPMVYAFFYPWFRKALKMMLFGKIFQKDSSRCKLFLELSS
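Benchmarks: low control DMSO, high control PEA (EC100); System: CHO RD-HGA16 cells carrying human TAAR1 plus Gα16; Detection: Fluo-8 fluorescence, 5 s baseline then 140 s kinetic read; Schedule: 17-24 h plating, Fluo-8 75 min 37 °C, 30 min RT; Read-out basis: % activation from peak over basal fluorescence ratio, DMSO-to-PEA scaled.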
TAAR1 antag: human TAAR1 antagonism | CHO RD-HGA16 TAAR1, Fluo-8 calcium fluorescence, antagonist | inhibition, % at 3 µM | 1.5% of 360,000 active | AID 624466;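 active means inhibition above a per-plate cutoff, the mean inhibition of test compounds on that plate plus 3 SD, cut at about 49% in these data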;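 further: 0% = DMSO plus EC80 beta-PEA response and 100% = DMSO alone without agonist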
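Assay system: RD-HGA16 CHO cells with stable hTAAR1 and Gα16 / Reagent: EC80 β-phenethylamine stimulus / Doses: 3 µM, single point / Timing: dye loading 75 min at 37 °C, then 30 min room temperature / Measured by: Fluo-8 intracellular calcium dye fluorescence, real-time kinetic reads / Controls: vehicle wells and EC80 agonist wells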
CHO parental Ca: counter-screen: ATP calcium response change in parental CHO cells. 0.63% of 330,000 active. parental CHO-K1, ATP-induced calcium, Fluo-8 fluorescence. inhibition, % at 5.6 µM. AID 463079;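 active means inhibition above that plate's mean sample inhibition plus 3 SD, cut at about 26% in these data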;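 further: 0% = ATP-challenged DMSO wells and 100% = DMSO wells without ATP; some compounds past the cut are filed as inactive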
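Material: Parental CHO cells | Reagent: ATP | Compound dosing: Single nominal dose of 5.6 µM per compound | Detection: Intracellular calcium via Fluo-8 no-wash fluorescent dye | Read-out: % inhibition of ATP-induced calcium mobilization | Benchmarks: Low control ATP plus DMSO, high control DMSO only | Replicates: Singlicate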
* = called active by the depositor.

Cc1ccc(Cl)cc1NC(=S)NN was read as CHO-K1 Ca ag 0.3, CHRM1 agonist -3, M1 PAM parental 2, OXTR potentiator 0, V1R ag counter -1.2, CHO-K1 Ca antag -2, TAAR1 ag 0, TAAR1 antag -14 and CHO parental Ca -18.
Screening C#CCOCCOCCOCCNc1nc(N2CCN(C(=O)CCCCCCCCCCNC(=O)[C@H](CCCCN)n3cc(C)nn3)CC2)nc(N2CCN(C(=O)CCCCCCCCCCNC(=O)[C@H](CCCCN)n3cc(CCCC(=O)O)nn3)CC2)n1 returned CHO-K1 Ca ag 0.6, CHRM1 agonist -1, M1 PAM parental 11, OXTR potentiator -8, V1R ag counter 6.2, CHO-K1 Ca antag -18 and CHO parental Ca -1.
For O=C(NC1CC1)c1ccc(-n2cccc2)cc1 the results were CHO-K1 Ca ag 0.5, CHRM1 agonist 0, M1 PAM parental -13, OXTR potentiator -6, V1R ag counter -0.4, CHO-K1 Ca antag 11, TAAR1 ag 1, TAAR1 antag -3 and CHO parental Ca 5.
For NC(=O)c1cc2cc(Cc3ccccc3Cl)ccc2oc1=O the results were CHO-K1 Ca ag -0.1, CHRM1 agonist -1, M1 PAM parental 8, OXTR potentiator 0, V1R ag counter -0.5, CHO-K1 Ca antag -11, TAAR1 ag 14, TAAR1 antag 38 and CHO parental Ca -10.
CC(C(=O)N1CCN(C=O)CC1)N1C(=O)c2ccccc2C1=O (centres undefined) was read as CHO-K1 Ca ag -0.1, CHRM1 agonist -2, M1 PAM parental -8, OXTR potentiator -10, V1R ag counter 0.6, CHO-K1 Ca antag 11, TAAR1 ag 8, TAAR1 antag 1 and CHO parental Ca -8.
For CCc1ccc(NC(=S)N2CCN(c3cccc(C(F)(F)F)c3)CC2)cc1 the results were CHO-K1 Ca ag 0.7, CHRM1 agonist -4, M1 PAM parental -8, OXTR potentiator -6, V1R ag counter 4.0, CHO-K1 Ca antag 20, TAAR1 ag 10, TAAR1 antag 11 and CHO parental Ca -8.
`Cc1noc(C)c1NC(=O)NC(c1ccccc1)c1ccccc1` gave CHO-K1 Ca ag 0.3, CHRM1 agonist 4, M1 PAM parental 8, OXTR potentiator -1, V1R ag counter -0.1, CHO-K1 Ca antag 13, TAAR1 ag 3, TAAR1 antag -25 and CHO parental Ca -23.
For NS(=O)(=O)c1ccc(NC(=O)CSc2ncccn2)cc1 the results were CHO-K1 Ca ag 0.4, CHRM1 agonist -2, M1 PAM parental 15, OXTR potentiator -1, V1R ag counter 1.0, CHO-K1 Ca antag -17, TAAR1 ag 1, TAAR1 antag -18 and CHO parental Ca -7.
Screening Cc1ccc(C(OC(=O)c2ccco2)C(=O)NC2CCCC2)cc1 (centres undefined) returned CHO-K1 Ca ag 0.5, CHRM1 agonist -3, M1 PAM parental -9, OXTR potentiator -3, V1R ag counter -0.8, CHO-K1 Ca antag -14, TAAR1 ag 0, TAAR1 antag -12 and CHO parental Ca -22.
O=[N+]([O-])c1ccc(N2CCCCC2)nc1N1CCCCC1 was read as CHO-K1 Ca ag 0.2, CHRM1 agonist -9, M1 PAM parental 8, OXTR potentiator -2, V1R ag counter -1.3, CHO-K1 Ca antag -4, TAAR1 ag 2, TAAR1 antag -33 and CHO parental Ca -14.
Screening COc1ccccc1CCNC(=O)CNC(=O)c1ccc2ccccc2c1 returned CHO-K1 Ca ag 2.3, CHRM1 agonist -4, M1 PAM parental 16, OXTR potentiator -2, V1R ag counter 3.6, CHO-K1 Ca antag -6, TAAR1 ag -1, TAAR1 antag 12 and CHO parental Ca -11.
`CCc1ccc(-c2cn3c(n2)SCC3)cc1` gave CHO-K1 Ca ag -0.1, CHRM1 agonist -4, M1 PAM parental -3, OXTR potentiator -5, V1R ag counter 0.0, CHO-K1 Ca antag 1, TAAR1 ag 6, TAAR1 antag -10 and CHO parental Ca -6.

Gathered by group, those above containing a Cl atom.
Cc1ccc(Cl)cc1NC(=S)NN was read as CHO-K1 Ca ag 0.3, CHRM1 agonist -3, M1 PAM parental 2, OXTR potentiator 0, V1R ag counter -1.2, CHO-K1 Ca antag -2, TAAR1 ag 0, TAAR1 antag -14 and CHO parental Ca -18.
For NC(=O)c1cc2cc(Cc3ccccc3Cl)ccc2oc1=O the results were CHO-K1 Ca ag -0.1, CHRM1 agonist -1, M1 PAM parental 8, OXTR potentiator 0, V1R ag counter -0.5, CHO-K1 Ca antag -11, TAAR1 ag 14, TAAR1 antag 38 and CHO parental Ca -10.

Further compounds.
`CCCn1c(N)c(C(=O)CN(C)CC(=O)Nc2cccc(F)c2)c(=O)[nH]c1=O` gave CHO-K1 Ca ag 0.1, CHRM1 agonist -5, M1 PAM parental -9, OXTR potentiator -2, V1R ag counter 0.0, CHO-K1 Ca antag 1, TAAR1 ag 4, TAAR1 antag -4 and CHO parental Ca -8.
`COc1cccc(N(Cc2nnc3n2CCCCC3)C(=O)Nc2ccccc2)c1` gave CHO-K1 Ca ag 0.3, CHRM1 agonist -4, M1 PAM parental -15, OXTR potentiator -2, V1R ag counter -0.8, CHO-K1 Ca antag 8, TAAR1 ag 0, TAAR1 antag 29 and CHO parental Ca -2.
Cc1oc(-c2ccc(Cl)cc2)nc1CS(=O)CC(=O)NCc1ccc2c(c1)OCO2 (centres undefined) was read as CHO-K1 Ca ag -0.8, CHRM1 agonist -4, M1 PAM parental -8, OXTR potentiator -7, V1R ag counter 0.3, CHO-K1 Ca antag 7, TAAR1 ag 1, TAAR1 antag -34 and CHO parental Ca -13.
Cc1oc(-c2ccc(Cl)cc2)nc1CS(=O)CC(=O)NC(C)c1ccccc1 (centres undefined) was read as CHO-K1 Ca ag 0.0, CHRM1 agonist -4, M1 PAM parental 18, OXTR potentiator 0, V1R ag counter 0.9, CHO-K1 Ca antag -8, TAAR1 ag -2, TAAR1 antag -5 and CHO parental Ca -23.
Screening CCCn1nnnc1NC(=O)c1cccs1 returned CHO-K1 Ca ag 0.0, CHRM1 agonist -2, M1 PAM parental -3, OXTR potentiator -2, V1R ag counter -0.3, CHO-K1 Ca antag 0, TAAR1 ag 7, TAAR1 antag 3 and CHO parental Ca 2.
CCCCn1c(N)c(N(CCC(C)C)C(=O)c2c(CC)noc2C)c(=O)[nH]c1=O was read as CHO-K1 Ca ag 0.8, CHRM1 agonist -2, M1 PAM parental 24, CHO-K1 Ca antag -13, TAAR1 ag 1 and TAAR1 antag -5.
For CCn1c(=O)c2c(nc(SCC(=O)Nc3ccccc3)n2C)n(C)c1=O the results were CHO-K1 Ca ag 13, CHRM1 agonist -2, M1 PAM parental 3, OXTR potentiator 7, V1R ag counter 0.2, CHO-K1 Ca antag 3, TAAR1 ag 3, TAAR1 antag -15 and CHO parental Ca -9.
Screening O=C(CCN1CCN(c2ccccc2F)CC1)Nc1ccccc1F returned CHO-K1 Ca ag -0.1, CHRM1 agonist -6, M1 PAM parental 6, OXTR potentiator -4, V1R ag counter -0.1, CHO-K1 Ca antag -2, TAAR1 ag 7, TAAR1 antag -20 and CHO parental Ca -13.
COc1ccccc1NC(=O)N1CCCC1C(=O)NC12CC3CC(CC(C3)C1)C2 (centres undefined) was read as CHO-K1 Ca ag 0.4, CHRM1 agonist -2, M1 PAM parental 8, OXTR potentiator -12, V1R ag counter -0.1, CHO-K1 Ca antag -9, TAAR1 ag 0, TAAR1 antag -11 and CHO parental Ca -18.
Screening N#Cc1cc2c(nc1SCC(=O)O)CCCCC2 returned CHO-K1 Ca ag 1.3, CHRM1 agonist -3, M1 PAM parental 26, OXTR potentiator 0, V1R ag counter 0.2, CHO-K1 Ca antag -18, TAAR1 ag 6, TAAR1 antag -19 and CHO parental Ca -5.
CC1CN(C(=O)CCS(=O)(=O)c2ccccc2)CC(C)O1 (centres undefined) was read as CHO-K1 Ca ag 0.4, CHRM1 agonist 4, M1 PAM parental 10, OXTR potentiator 0, V1R ag counter -0.5, CHO-K1 Ca antag -4, TAAR1 ag 6, TAAR1 antag -15 and CHO parental Ca -7.
Screening COC(=O)c1ccc(/C=N/N2C(C)CCCC2C)cc1 (centres undefined) returned CHO-K1 Ca ag 0.2, CHRM1 agonist 5, M1 PAM parental 17, OXTR potentiator -3, V1R ag counter -0.7, CHO-K1 Ca antag -14, TAAR1 ag 4, TAAR1 antag 17 and CHO parental Ca -4.
`COc1cccc(CNC(=O)CN2C(=O)COc3ccc(S(=O)(=O)N4CCCCCC4)cc32)c1` gave CHO-K1 Ca ag 2.3, CHRM1 agonist -4, M1 PAM parental 10, OXTR potentiator -6, V1R ag counter -0.4, CHO-K1 Ca antag -12, TAAR1 ag 3, TAAR1 antag -9 and CHO parental Ca -21.
For COc1ccc(CCN2C(=O)NC(NC(=O)CC(C)C)(C(F)(F)F)C2=O)cc1OC (centres undefined) the results were CHO-K1 Ca ag 1.1, CHRM1 agonist -1, M1 PAM parental 7, OXTR potentiator -4, V1R ag counter 0.2, CHO-K1 Ca antag 6, TAAR1 ag 3, TAAR1 antag -8 and CHO parental Ca -6.
`Cc1cccc(S(=O)(=O)N2CCCc3ccccc32)c1` gave CHO-K1 Ca ag 3.1, CHRM1 agonist -8, M1 PAM parental 15, OXTR potentiator -17, V1R ag counter -1.1, CHO-K1 Ca antag -7, TAAR1 ag 1, TAAR1 antag -6 and CHO parental Ca -6.
C/C(=N\NC(=S)NCCc1ccccc1)c1ccc(O)cc1O was read as CHO-K1 Ca ag 3.4, CHRM1 agonist -6, M1 PAM parental 6, OXTR potentiator -13, V1R ag counter 11, CHO-K1 Ca antag -22, TAAR1 ag 20, TAAR1 antag 18 and CHO parental Ca -6.
Screening CCOC(=O)c1c(N)sc2c(OCC)c(Br)ccc12 returned CHO-K1 Ca ag -0.1, CHRM1 agonist -2, M1 PAM parental 0, OXTR potentiator -10, V1R ag counter -0.3, CHO-K1 Ca antag -11, TAAR1 ag 8, TAAR1 antag -40 and CHO parental Ca -20.
`CCCCNC(=O)c1c(O)c2cccc3c2n(c1=O)CCC3` gave CHO-K1 Ca ag 0.0, CHRM1 agonist -2, M1 PAM parental -5, OXTR potentiator -5, V1R ag counter -0.4, CHO-K1 Ca antag 5, TAAR1 ag 10, TAAR1 antag -20 and CHO parental Ca -40.

Screens: PubChem, The Scripps Research Institute Molecular Screening Center

The order is random; any-hit rate near 3.3%.
